KCNQ1 pot – potentiates or activates the human KCNQ1 potassium channel | P51787 | CHO-K1 KCNQ1, thallium flux FluxOR fluorescence; stronger effect = higher value | B-score at 10 µM | 310,000 tested, 0.35% active;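 active = fluorescence ratio B-score, a plate-corrected score, at least three library SD, with initial intensity B-score within 5 SD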
Target sequence (P51787 whole entry, looked up): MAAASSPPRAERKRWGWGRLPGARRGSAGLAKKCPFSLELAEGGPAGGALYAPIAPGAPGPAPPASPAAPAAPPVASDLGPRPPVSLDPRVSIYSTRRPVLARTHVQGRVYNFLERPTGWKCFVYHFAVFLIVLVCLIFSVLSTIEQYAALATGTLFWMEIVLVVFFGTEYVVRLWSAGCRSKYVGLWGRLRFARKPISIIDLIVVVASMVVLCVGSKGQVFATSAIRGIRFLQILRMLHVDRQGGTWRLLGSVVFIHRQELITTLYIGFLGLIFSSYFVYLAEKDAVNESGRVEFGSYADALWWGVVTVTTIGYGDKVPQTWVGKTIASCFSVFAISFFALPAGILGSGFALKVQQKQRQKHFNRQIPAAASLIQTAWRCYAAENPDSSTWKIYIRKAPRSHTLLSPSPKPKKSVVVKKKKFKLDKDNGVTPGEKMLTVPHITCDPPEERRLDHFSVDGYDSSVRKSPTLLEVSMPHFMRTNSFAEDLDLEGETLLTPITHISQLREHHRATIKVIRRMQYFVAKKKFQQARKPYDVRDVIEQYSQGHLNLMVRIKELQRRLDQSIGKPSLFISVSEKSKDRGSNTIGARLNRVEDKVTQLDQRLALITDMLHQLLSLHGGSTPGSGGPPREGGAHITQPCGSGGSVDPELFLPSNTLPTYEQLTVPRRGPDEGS
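Test system: CHO-K1 cells stably expressing KCNQ1 / Medium: assay buffer / Also added: depolarizing K+/Tl+ stimulus, K2SO4 and Tl2SO4 each 12.5 mM in 5x stock / Incubation: 90 min dye loading and 20 min compound exposure, both at room temperature / Signal: thallium influx via FluxOR fluorescence, kinetic imaging / Evaluation: B score of baseline-normalized fluorescence ratio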
hERG rescue – shields human hERG channel from block by proarrhythmic agents; 310,000 tested, 0.51% active; Q12809; activation (rescue from dofetilide block), less the hit threshold, % at 10 µM; CHO-hERG, FluxOR thallium flux, dofetilide IC70 present; AID 1511;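 active = activation above the mean of controls blocked by dofetilide plus 5 SD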;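 also: thallium influx through hERG after potassium depolarization seen as dye fluorescence rise; in these data hits start at about 4.7%; inactives centre near -7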
KCNQ1 inh – human KCNQ1 channel inhibition | P51787 | B-score at 10 µM | CHO-K1 KCNQ1, FluxOR thallium flux fluorescence; stronger effect = higher value | 310,000 tested, 1.3% active;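 active = compounds whose thallium flux B-score, printed positive for inhibition, exceeds three library SD while starting fluorescence stays within three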;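 also: channel opened by potassium depolarization with thallium stimulus after 20 min compound exposure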
DYRK1A inh – Dyrk1A (rat) kinase inhibition | ADP-Glo luminescence, NFATc1 peptide | inhibition, % at 12.5 µM | Q63470 | 310,000 tested, 0.43% active; in the data active = inhibition above about 50%;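 also: plate controls were vehicle with enzyme for no effect and no enzyme for full effect; many of its hits are not listed in these tables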
ANO1 block – blocks the mouse calcium-activated chloride channel TMEM16A. AID 588511. normalized B-score (activity score, 25-100; higher = stronger inhibition) at 10 µM. HEK293 TMEM16A/YFP iodide influx fluorescence, ionomycin. 310,000 tested, 1.2% active;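 active = ratio plate-corrected score three or more library SD toward inhibition, starting fluorescence score within five deviations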;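 also: score derived from kinetic fluorescence span divided by baseline fluorescence per well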
TRPC4 potent – allosterically enhances the mouse TRPC4 cation channel. Q9QUQ5. HEK293 TRPC4beta/mu-opioid, DAMGO EC20, Fluo-4 Ca2+ flux; stronger effect = higher value. B-score at 10 µM. 310,000 tested, 0.42% active. AID 2227;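 active = B-score of calcium response area above 5 SD of library B-scores, with initial fluorescence ratio within 5 SD of library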;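 also: B-score of integrated fluorescence ratio over time as area under calcium response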
ANO1 activ – activates or potentiates the mouse TMEM16A chloride channel | HEK293 TMEM16A/YFP-H148Q/I152L, iodide quench fluorescence; stronger effect = lower value | Q8BHY3 | 340,000 tested, 0.3% active | B-score at 10 µM;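 active = fluorescence-ratio B-score plate-corrected deviation score at least 3 library SD below zero, with starting fluorescence score within 5 deviations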;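 also: channel opened by trigger with iodide after compound preincubation; score built on the fluorescence ratio of max minus min over baseline; more negative score means more quench and so TMEM16A activation or potentiation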
HDAC3 inh – blocks human histone deacetylase 3; O15379; AID 2718; recombinant HDAC3, fluorogenic peptide/trypsin coupled, fluorescence; inhibition, % at 8.3 µM; 320,000 tested, 0.15% active; in the data active = inhibition above about 26%, passing the limit was not always enough
KCNK9 block – inhibitors of human KCNK9 two-pore domain potassium channel; Q9NPC2; HEK293 KCNK9, FluxOR thallium flux fluorescence; stronger effect = lower value; B-score at 10 µM; 310,000 tested, 1.2% active; AID 488922;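 active = ratio B-score over 3 SD below the library mean, with starting fluorescence within 5 SD of its mean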;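 also: negative B-score means less thallium flux so channel inhibition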
KCNK3 inh – human KCNK3 channel inhibition, primary screen | AID 602410 | 340,000 tested, 0.84% active | B-score at 10 µM | CHO-KCNK3 thallium flux, FluxOR fluorescence; stronger effect = lower value;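 active = B-score under library mean minus 4 SD, starting fluorescence ratio at most library mean plus 5 SD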;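 also: more negative B-score means stronger inhibition of thallium flux through KCNK3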
Target sequence (O14649 whole entry, looked up): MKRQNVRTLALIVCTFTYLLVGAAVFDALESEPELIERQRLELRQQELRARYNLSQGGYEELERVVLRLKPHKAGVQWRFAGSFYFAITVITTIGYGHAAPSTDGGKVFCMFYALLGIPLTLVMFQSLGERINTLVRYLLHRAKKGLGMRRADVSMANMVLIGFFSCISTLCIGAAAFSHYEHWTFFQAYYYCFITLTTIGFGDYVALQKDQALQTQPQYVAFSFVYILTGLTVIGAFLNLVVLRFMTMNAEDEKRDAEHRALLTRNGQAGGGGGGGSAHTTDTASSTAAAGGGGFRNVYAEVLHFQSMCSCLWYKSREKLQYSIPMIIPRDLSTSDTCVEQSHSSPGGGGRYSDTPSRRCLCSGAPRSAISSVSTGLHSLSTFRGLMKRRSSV
TRPC4 act – activators of mouse TRPC4 channel; HEK293 TRPC4beta/mu-opioid, Fluo4 calcium fluorescence; stronger effect = higher value; B-score at 10 µM; 310,000 tested, 0.49% active; AID 2237;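 active = B-score above 5 SD of library B-scores, and initial fluorescence ratio not above library mean plus 5 SD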;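 also: positive B-score marks a calcium rise read as TRPC4 activation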
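Incubation: 45 min room-temperature Fluo4 loading, 110 s read / System: HEK293 cells stably co-expressing mouse TRPC4beta and mu-opioid receptor / Signal: Fluo4 fluorescence, kinetic / Control set: buffer (low) and maximal DAMGO (high) / Measure: integrated baseline-normalised fluorescence ratio, converted to per-well B score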
Active calls of the source: *; i = inactive; . = not tested or not shown.

SMILES	KCNQ1 pot	hERG rescue	KCNQ1 inh	DYRK1A inh	ANO1 block	TRPC4 potent	ANO1 activ	HDAC3 inh	KCNK9 block	KCNK3 inh	TRPC4 act
COc1ccccc1CNC(=O)C(NC(=O)Nc1ccccc1)C(C)C (stereo not drawn)	i	-10.3	i	2.1	i	i	i	-1.8	i	i	i
COc1ccc(NC(=O)c2cc(F)c(F)cc2Cl)cc1Cl	i	-3.7	i	11.6	i	i	i	.	i	i	i
COc1ccc(CCNC(=O)C2CCC(CNc3c(N4CCCC4)c(=O)c3=O)CC2)cc1OC (stereo not drawn)	i	-2.6	i	1.4	i	i	i	-2.1	i	i	i
COc1ccc(C(NC(=O)/C=C/c2ccco2)c2ccc(OC)c(OC)c2)cc1OC	i	-4.7	i	9.5	i	i	i	5.1	i	i	i
O=C(Nc1ccc(Oc2ccc(NC(=O)Nc3ccccc3Cl)cc2)cc1)Nc1ccccc1Cl	i	-4.1	i	-2.1	i	i	i	-8.1	i	i	i
CC(C)CCC(C)NC(=O)CN1C(=O)NC(C)(c2ccc3ccccc3c2)C1=O (stereo not drawn)	i	-8.8	i	-3.2	i	i	i	8.9	i	i	i
CC1=C(C#N)C(Nc2ccc(C)cn2)(C(F)(F)F)C(=O)N1 (stereo not drawn)	i	-11.6	i	-5.3	i	i	i	5.1	i	i	i
CCN(CC)S(=O)(=O)c1ccc(Cl)c(NC(=O)COC(=O)/C=C/c2ccc(O)c(OC)c2)c1	i	-3.1	i	7.3	i	i	i	1.0	i	i	i
C/C(CC1CC(COCC(C)C)OC1=O)=N\Nc1nc(-c2ccccc2)cs1 (stereo not drawn)	i	-7.5	i	-2.6	i	i	i	9.3	i	i	i
Cc1nc2sccn2c(=O)c1S(=O)(=O)Nc1ccc(N2CCN(C(=O)C(C)C)CC2)cc1	i	-10.8	i	-1.5	i	i	i	4.2	i	i	i
COc1cccc(NC(=O)Cc2c(C(=O)O)[nH]c3ccccc23)c1	i	-9.4	i	11.4	i	i	i	-7.7	i	i	i
c1coc(Cn2nnnc2CN2CCN(C3CCCC3)CC2)c1	i	1.9	i	0.3	i	i	i	-1.9	i	i	i
CC(=O)c1cccc(NC(=O)Nc2c(C)nn(C)c2C)c1	i	-10.3	i	3.9	i	i	i	5.5	i	i	i
Cc1cc(C)n2nc(SCC(=O)Nc3c(C)nn(-c4ccccc4)c3C)nc2n1	i	-12.3	i	-6.3	i	i	i	-0.4	i	i	i
CCCCN=C1NN=C(c2ccc3c(c2)OCCO3)CS1	i	-13.2	i	-2.9	i	i	i	4.8	i	i	i
COc1ccc(CC(=O)Nc2nnc(SCc3ccccc3)s2)cc1S(=O)(=O)N1CCOCC1	i	-10.0	i	1.4	i	i	i	-3.2	i	i	i
COc1ccc(-n2ncc3c(=O)n(CC(=O)OCc4ccccc4)cnc32)cc1	i	-12.7	i	-2.6	i	i	i	7.5	i	i	i
Cc1ccc(C(=O)Nc2nc(-c3ccc(F)cc3)cs2)o1	i	-9.5	i	16.7	i	i	i	4.3	i	i	i
CCc1ccc(OCC(=O)O/N=C(\N)c2ccncc2)cc1	i	-6.5	i	4.9	i	i	i	-5.5	i	i	i
COc1cc(NC(=O)CN2CCN(c3ccccc3)CC2)c(C)cc1[N+](=O)[O-]	i	-3.1	i	-0.7	i	i	i	-1.3	i	i	i
Cc1cc(-c2c(C(=O)N3CCOCC3)c(C)nn2-c2cccc(C(F)(F)F)c2)no1	i	-4.8	i	.	i	i	i	3.6	i	i	i
CCC1(C)CC(=O)N(c2ccc(C(=O)O)c(O)c2)C1=O (stereo not drawn)	i	-5.1	i	4.3	i	i	.	-2.3	i	i	i
COc1ccc(/C=N/NC(=O)c2cccc(Br)c2)cc1COc1ccccn1	i	-6.6	i	0.0	i	i	i	7.9	i	i	i
COc1ccc(-n2c(=S)[nH]c3cc(C(=O)Nc4cc(OC)c(OC)c(OC)c4)ccc3c2=O)c(OC)c1	i	-16.0	i	.	i	i	i	9.1	i	i	i
COc1ccc(NC(=O)C2CC(=O)N=C(N)S2)cc1 (stereo not drawn)	i	-2.1	i	.	i	i	i	0.8	i	i	i
O=C(CNC(=O)c1cccs1)OCc1c(F)cccc1Cl	i	-5.5	i	5.6	i	i	i	10.2	i	i	i
CCOC(=O)C1(Cc2ccc(Cl)cc2)CCN(Cc2ccon2)CC1	i	-6.0	i	0.5	i	i	i	3.6	i	i	i
COc1ccc(-c2oc3ccc(N4CCOCC4)cc3c2/C=C/c2ccc(OC)c(OC)c2)cc1	i	-4.3	i	13.5	i	i	i	6.3	i	i	i
O=C(CSc1nncs1)NC1CCCc2ccccc21 (stereo not drawn)	i	-4.2	i	.	i	i	i	2.7	i	i	i
Cc1cc2cc(C)c(NCCNC(=O)c3cccs3)nc2cc1C	i	-6.7	i	-1.5	i	i	i	-1.0	i	i	i
O=C(NCCc1ccc(Cl)cc1)c1ccc(NC2=NC3CS(=O)(=O)CC3S2)cc1 (stereo not drawn)	i	-4.6	i	4.4	i	i	i	-10.0	i	i	i
NC(=S)N/N=C/c1ncc(C(F)(F)F)cc1Cl	i	0.4	i	3.4	i	i	i	3.2	i	i	i
NS(=O)(=O)c1ccc(NC(=O)COC(=O)CCc2c[nH]c3ccccc23)cc1	i	-11.4	i	-0.9	i	i	i	0.7	i	i	i
Cc1cc(/C=C2\C(=N)N3N=C(C(C)C)SC3=NC2=O)c(C)n1Cc1ccccc1	20*	-4.9	i	-1.3	i	i	i	9.3	i	i	i
Cc1ccc(S(=O)(=O)N2CCCCC2)cc1	i	-9.4	i	-2.0	i	i	i	4.3	i	i	i
OC(c1ccccc1)c1nc2ccccc2s1 (stereo not drawn)	i	4.3	i	-2.6	i	i	i	0.2	i	i	i
O=C(O)CCNS(=O)(=O)c1ccc2ccccc2c1	i	-6.5	i	-1.3	100*	i	i	0.2	i	i	i
COc1ccc(S(=O)(=O)N(C)CC(=O)Nc2cccc(C(C)=O)c2)cc1	i	1.2	i	-0.7	i	i	i	-3.1	i	i	i
C=CCNC(=O)c1cc2cccc(OC)c2oc1=O	i	-12.5	i	.	i	i	i	1.0	i	i	i
CC1=NN(c2ccc(C(F)(F)F)cn2)C(=O)C1	i	-8.3	i	-18.4	i	i	i	-3.6	i	i	i
COc1ccc(-n2nnc3c(SCC(=O)N4CCCc5ccccc54)ncnc32)cc1	i	-10.3	i	-4.2	i	i	i	3.2	i	i	i
Cc1cnc(NC(=O)C(C)N2CCN(C)CC2)s1 (stereo not drawn)	i	-16.0	i	6.8	i	i	i	-4.6	i	i	i
COc1cc(C(=O)OCC(=O)NC2CCS(=O)(=O)C2)ccc1OCc1c(C)noc1C (stereo not drawn)	i	-4.4	i	-7.6	i	i	i	2.6	i	i	i
COc1ccc(NC(=O)COc2nsnc2N2CCCCC2)cc1	i	-9.5	i	4.1	i	i	i	-2.2	i	i	i
CC(C)CNC(=O)CC(c1ccccc1)c1ccccc1	i	-3.4	i	0.8	i	i	i	0.5	i	i	i
CC1CC(C)CN(C(=O)c2cc(S(=O)(=O)N3CCCCC3)ccc2Cl)C1 (stereo not drawn)	i	-15.0	i	-6.7	i	i	i	4.6	i	i	i
COc1ccccc1N1CCN(C(=O)CNC(=O)Cn2cnc3sc(C)c(C)c3c2=O)CC1	i	-10.4	i	-2.6	i	i	i	2.0	i	i	i
O=C(NCc1ccco1)c1cc(-c2ccccc2)nn1CC1CC(c2cccnc2)=NO1 (stereo not drawn)	i	-23.5	i	-1.8	i	i	i	0.0	i	i	i
COc1cccc(Oc2c(C)oc3c(CN4CCCC4)c(O)ccc3c2=O)c1	i	-16.5	i	.	i	i	i	-89.0	i	i	i
NC(=O)c1ccc(N2CCOCC2)nc1	i	-6.2	i	4.2	i	i	i	-3.9	i	i	i

(listing goes on)
SMILES	KCNQ1 pot	hERG rescue	KCNQ1 inh	DYRK1A inh	ANO1 block	TRPC4 potent	ANO1 activ	HDAC3 inh	KCNK9 block	KCNK3 inh	TRPC4 act
Cc1cc(C)n(CCC(=O)Nc2cccc(F)c2)n1	i	-10.5	i	5.7	i	i	i	-0.5	i	i	i
O=C(Nc1cccnc1Cl)c1cccc(F)c1	i	-12.8	i	.	i	i	.	2.0	i	.	i
Cc1ccc(C(=O)NCC(=O)OCC(=O)NC2CCCCCCC2)cc1	i	-12.4	i	-1.0	i	i	i	-0.3	i	i	i
COc1ccccc1NC(=O)c1ccc(NC(=O)CSc2n[nH]c(N)n2)cc1	i	-7.8	i	6.7	i	i	i	10.7	i	i	i
CC(=O)N1CC=CC1(C)C(=O)O (stereo not drawn)	i	-10.2	i	4.6	i	i	i	-3.7	i	i	i
COc1cccc(C2(O)CCN(C(=O)C3CCC3)CC2)c1	i	4.8*	i	5.8	i	i	i	1.2	i	i	i
Cc1cccc(OCC(=O)NCCN2CCOCC2)c1	i	-14.8	i	-2.1	i	i	i	-3.7	i	i	i
COc1ccc(C2C(C#N)=C(N)Oc3cc(O)ccc32)cc1OC (stereo not drawn)	i	-5.9	i	2.3	i	i	i	-11.6	i	i	i
CCCCc1n[nH]c(=S)n1Cc1ccc(C)cc1	i	-5.4	i	2.7	i	i	i	2.7	-16.6*	i	i
Cc1ccc(CN(Cc2ccco2)C(=O)c2ccco2)cc1	i	-9.2	i	.	i	i	i	0.0	i	i	i
CCC(c1nnc(SCC(=O)Nc2cccc(S(N)(=O)=O)c2)n1-c1ccc(OC)cc1)N(C)C (stereo not drawn)	i	-3.7	i	-5.4	i	i	i	0.2	i	i	i
C=CCOc1ccc(NC(=O)C(=O)NCCCn2ccnc2)cc1	i	-8.7	i	-19.5	i	i	i	1.1	i	i	i

In the list so far, four contain a CF3 group.
SMILES	KCNQ1 pot	hERG rescue	KCNQ1 inh	DYRK1A inh	ANO1 block	TRPC4 potent	ANO1 activ	HDAC3 inh	KCNK9 block	KCNK3 inh	TRPC4 act
CC1=C(C#N)C(Nc2ccc(C)cn2)(C(F)(F)F)C(=O)N1 (stereo not drawn)	i	-11.6	i	-5.3	i	i	i	5.1	i	i	i
Cc1cc(-c2c(C(=O)N3CCOCC3)c(C)nn2-c2cccc(C(F)(F)F)c2)no1	i	-4.8	i	.	i	i	i	3.6	i	i	i
NC(=S)N/N=C/c1ncc(C(F)(F)F)cc1Cl	i	0.4	i	3.4	i	i	i	3.2	i	i	i
CC1=NN(c2ccc(C(F)(F)F)cn2)C(=O)C1	i	-8.3	i	-18.4	i	i	i	-3.6	i	i	i

Source: PubChem BioAssay (several laboratories)

A portion of the library; count on the stated rates, not on these rows.
